# All columns: NCI-60 one-dose screen, growth in % after 48 h at 10 µM unless noted; 100 = growth as untreated, 0 = no growth, -100 = all killed.
# HL-60(TB) – HL-60(TB) leukemia cells; AID 1794776; 78,000 compounds, 9% hits; active = growth percent below 10
# Active calls of the source: *; & = joins results of further samples. Some of the compounds tested. The share of hits here may be higher or lower than overall.
SMILES,HL-60(TB)
C/C(=N/O)C(=O)NCCCCCCC(=O)Nc1ccccc1,98
CCCCn1c(-c2ccc(C(=O)O/N=C(\N)c3ccc4c(c3)OCO4)cc2)nc(-c2ccccc2)c1-c1ccccc1,-52*
Cc1ccc(C(=O)Nn2c(NCC(=O)N3c4ccccc4Sc4ccccc43)nnc2-c2ccc(O)cc2)cc1,75
Brc1nsc(SSc2nc(Br)ns2)n1,92
COc1nc(N(C)O)nc(N(C)O)n1,50
Cn1nc(C(=O)O)c(=O)n(C)c1=O,105&81
NCC(=O)N/N=C/c1ccc([N+](=O)[O-])o1,81
Cc1cc(NS(=O)(=O)c2ccc(N)cc2)no1,59&100
O=S(=O)(Nc1ccc2ccccc2c1)c1ccc(-c2cnc(C3CC3)o2)cc1,-28*
CN(C)c1ccc(N=Nc2ccccc2C(=O)O)cc1,84&80
COc1ccc(NC(=O)Nc2cc(C(C)C)c(O)cc2C)cc1,118
N#CCC1CCCC1,102
CC(O)C(=O)Nc1ccccc1Cl (stereo unspecified),115
Fc1cc(Nc2ccc3c(OCCCN4CCOCC4)cccc3n2)ccc1Cl,39
C=C1C[C@H](c2c(C)cccc2C)O[C@@H]2C[C@H](C)CC[C@@H]12,98
O=C(Oc1cccc(OC(=O)c2ccccc2)c1)c1ccccc1,114&73
Cc1noc2c(Cc3ccccc3)nn(CC(=O)N/N=C/c3ccc(Cl)cc3)c(=O)c12,103
CCOC(=O)N1C(=O)/C(=C\c2ccc(OC)cc2)SC1=Nc1c(C)nn(-c2ccccc2)c1N,78
N#Cc1c(-c2ccccc2)cc(-c2ccccc2)n(CCCC(=O)Nc2ccccc2N)c1=O,22
CC(=O)C1=C(C#N)C(=C(C#N)C#N)NC1(C)O (stereo unspecified),107
NS(=O)(=O)c1ccc(C(=O)NNC(=O)Nc2nc3ccccc3s2)cc1,103
O=c1onc(-c2cc3ccccc3nc2Cl)n1-c1ccc(Br)cc1,98
COc1ccc(NC2=C(C#N)C(=N)N3C(=NN2)Sc2c(C)ccc(C)c23)cc1,123
Cc1[nH]c(=O)[nH]c(=O)c1C,114
CCN(CC)CCOC(=O)c1cc(Br)cc(-c2ccccc2)c1O,111
Nc1ccc(C(=O)CSc2nc3ccccc3[nH]2)cc1,95
CCOC(=O)C(=Cc1c[nH]c2ccccc12)C(=O)OCC,93
CC(=O)O[C@H]1CC[C@]2(C)[C@H]3CC=C4[C@@H]5CC(C)(C)CC[C@]5(C(=O)OCC(COC(=O)C(Cl)Cl)(COC(=O)C(Cl)Cl)NC(=O)C(Cl)Cl)CC[C@@]4(C)[C@]3(C)CC[C@H]2C1(C)C,33
Cc1c(C(=O)/C=C/Nc2cc(Cl)c(S(N)(=O)=O)cc2S(N)(=O)=O)sc2nc3ccccc3n12,101
Oc1c(Br)cc(Br)c2cccnc12,83
C[C@]12C=CC(=O)C=C1CCC1C2[C@@H](O)C[C@@]2(C)C1CC[C@]2(O)C(=O)CO (stereo partly specified),100
CC(=O)Oc1ccccc1C(=O)Oc1ccc(C(=O)/C=C/c2ccc(F)cc2)cc1,106
O=S(=O)(NCCNc1nccc(-c2c(-c3cccc(O)c3)nc3sccn23)n1)c1ccc(F)cc1,87
CC(Cc1ccccc1)N(C)C (stereo unspecified),101
O=C(O)c1cc(Br)ccc1O,118
CC(C)(C)n1cc(-c2ccnc(NCCNS(=O)(=O)c3ccc(Br)cc3)c2)c(-c2ccccc2)n1,65
COC(=O)CC(CC(=O)C(=O)OC)C(=O)OC (stereo unspecified),97
c1nc(N2CCCCC2)c2[nH]ccc2n1,107
Cn1ncc2c(=O)nc3c(C#N)n[nH]n3c21,95
Cc1cc(C)c2cc(C(=O)N3CCN(CCCC4CCCCC4)CC3)[nH]c2c1,111
O=c1[nH]c(Nc2ccc(S(=O)(=O)O)cc2)nc2nc(Nc3ccc(NC(=S)Nc4ccccc4)cc3)nc(-c3ccc(O)cc3O)c12,120
O=[N+]([O-])c1cccc(OCCCOc2ccccc2)c1,99
COc1ccc(C2CC(c3ccc(N)cc3)=NN2C(=O)c2cc(-c3ccc(Cl)cc3)nc3ccccc23)cc1 (stereo unspecified),96
COc1ccc(-c2cnc3ccccc3n2)cc1,97
Cc1ccc(NC(=O)n2ncc3cc(Nc4ncnc5ccccc45)ccc32)cc1Cl,99
COc1c(F)ccc(C(=O)Nc2ccc3nc(NC(=O)C4CCCNC4)sc3c2)c1F (stereo unspecified),73
C[C@]1(CO)C[C@@H](O)C[C@]2(C)[C@@H]1CC[C@@]13C[C@@H]4[C@@H](C[C@H]12)[C@]4(C)C3,103
Cc1ccc(C(=O)Nc2cc(-c3ccncc3)cc(C(F)(F)F)c2)cc1C#Cc1cnc2cccnn12,17
COCCOC(CC(F)F)c1ccc2ccccc2c1 (stereo unspecified),96
O=C(CN1C(=O)S/C(=C\c2ccc(Cl)cc2)C1=O)Nc1ncc(Cc2ccc(Cl)cc2)s1,99
Nc1ccc2c(c1)C(=O)OC2,97
CSc1nc2ncnc(SC)c2[nH]1,118
N[C@@H](Cc1ccc(N(CCCl)CCCl)cc1)C(=O)O,24
CC1(C)c2[nH]c3ccccc3c2C[C@]2(C)[C@H]3CC=C4[C@@H]5C[C@@](C)(C(N)=O)CC[C@]5(C)CC[C@@]4(C)[C@]3(C)CC[C@@H]12,56
C/C(=N/N)c1nnn(-c2ccc(Br)cc2)c1C,102
Clc1cccc(Cl)c1/C=C/c1cc(/C=C/c2ccc(Br)cc2)c2ccccc2n1,101
O=[N+]([O-])c1ccc(/C=N/Nc2nnc(-c3ccncc3)o2)cc1,109
COC(=O)[C@H](Cc1ccccc1)n1cc(COC(=O)c2cccc3c(=O)c4ccccc4n(Cc4cn([C@@H](Cc5ccccc5)C(=O)OC)nn4)c23)nn1,106
Cc1cc(C)nc(NS(=O)(=O)c2ccc(Nc3nc(-c4cccc([N+](=O)[O-])c4)cs3)cc2)n1,95
CCc1ccc(Nc2cc(C)c3ccc(O)cc3n2)cc1,34

# (cont.)
SMILES,HL-60(TB)
CC(=O)Nc1ccc(S(=O)(=O)N/N=C/CCc2ccccc2)cc1,103
Cc1ccc(Nc2cccc3c2C(=O)c2cccc(Nc4ccc(C)c(S(=O)(=O)O)c4)c2C3=O)cc1S(=O)(=O)O,107
Fc1ccccc1Cc1ccccc1,95
Cc1ccc(-c2cc(-c3ccccn3)[nH]c(=O)c2C#N)cc1,98
COc1cc(-c2nn(C(C)(C)C)cc2-c2ccnc(NCCCNS(=O)(=O)c3ccc(F)cc3)n2)ccc1Cl,101
CC(C)C(C)C(N)C(=O)O (stereo unspecified),98
Cc1ccc(C2=Nn3c(nnc3-c3ccccc3)SC2)cc1,7.7*
C#Cc1nc(C(C)=O)cs1,100
COc1ccc(C2C(OC)C(=O)N2c2ccc(OC)cc2)cc1 (stereo unspecified),103
C/C=C(\C)C(=O)OC1CC[N+]2([O-])CCC(COC(=O)/C(=C/C)CO)C12 (stereo unspecified),99
C#CCN(CCCOc1ccc(Cl)cc1Cl)CCCSC(=O)CCCCCN1/C(=C\C=C2/CCCC(/C=C/C3=[N+](CCCCCC(=O)[O-])c4ccccc4C3(C)C)=C2Cl)C(C)(C)c2ccccc21,-44*
O=C(/C=C/c1ccc(Oc2ccc(Br)cc2)cc1)c1cc2ccccc2oc1=O,41
COc1nc2ccccc2nc1NN,105
C/C(=N/O)c1ccc(NC(=O)CSc2nnc(-c3cc(-c4ccc(C)cc4)nc4ccccc34)o2)cc1,58
O=S(=O)(c1ccc(O)cc1)c1ccccc1O,106
COc1cc(C2CC(c3ccccc3)=NN2)ccc1Oc1nc2c(c(=O)n(C)c(=O)n2C)n1C (stereo unspecified),100
O=C(c1cccs1)N1CCN(c2ccccc2)CC1,72
COCCCNc1nc(NC(=O)c2cc(Br)cc(C(F)(F)F)c2)cc(-c2cccnc2)n1,95
C=C(C)[C@@H]1CC[C@]2(C(=O)N3CCN(C)CC3)CC[C@]3(C)[C@H](CC[C@@H]4[C@@]5(C)CCC(=O)C(C)(C)[C@@H]5CC[C@]43C)[C@@H]12,60
O=c1[nH]c(=S)c2ncn(-c3ccccc3)c2[nH]1,102
Nc1ccc([N+](=O)[O-])cc1Br,90
CC(=O)OCC1OC(n2cc(C)c(=O)[nH]c2=O)CC1OC(C)=O (stereo unspecified),90
COC(=O)CCC1=C(CC(=O)OC)C(C)=N/C1=C\c1[nH]c(-c2ccc[nH]2)cc1OC,44
C/C=C\C1=NCCN1CCO,87
COc1ccc(-c2coc3c(CO)c(O)ccc3c2=O)cc1,-25*
COCn1ccnc1C(=O)c1ccco1,96
COc1ccc(-c2nc3sccn3c2-c2ccnc(NCCNS(=O)(=O)c3ccc(OC)cc3)n2)cc1,125
OC1CCCSC1 (stereo unspecified),101
O=C(N[C@@H]1CCCc2ccccc21)[C@H](CCC(=O)N1CCN(C2CCCCC2)CC1)N1C(=O)[C@@H](N2C(=O)OC[C@@H]2c2ccccc2)[C@H]1/C=C/c1ccccc1,-8.1*
COC(=O)CCC(=O)Nc1cc(Cl)ccc1Cl,103
COc1ccccc1/C(C)=N/n1c(N)nc(SC)c(C#N)c1=O,104
O=S(=O)(Oc1ccc(-c2cn3ccoc3n2)cc1)c1ccccc1,94
O=C(O)CSc1ccc(Cl)cc1,114
NCC(O)c1ccc(O)cc1 (stereo unspecified),122&102
COc1cccc2occ(/C=N/NC(=S)SC)c(=O)c12,93
Cc1cc(N2CCCC2)nc(NCc2cc(Nc3ccnc4cc(Cl)ccc34)ccc2F)n1,-61*
CC1(C)CC[C@]2(C(=O)O)CC[C@]3(C)C(=CCC4[C@@]5(C)C[C@@H](O)[C@H](O)[C@@](C)(CO)C5CC[C@]43C)C2C1 (stereo partly specified),113
c1cnc2[nH]cc(-c3csc(-c4cn(CCCN5CCOCC5)c5ccccc45)n3)c2c1,36
CC1CC(O)CC(C)(C)C1 (stereo unspecified),81
COC(=O)c1nc(=S)[nH]c(C(=O)OC)c1C(=O)c1cccc(O)c1,105
O=C(Nc1ccccc1)OCC1OCOC(COC(=O)Nc2ccccc2)C1OC(=O)Nc1ccccc1 (stereo unspecified),122
CCOC(=N)Cc1ccccc1,110
COc1ccc(-c2cn3ccnc3c(NCCn3cc(COc4ccc5c(C)cc(=O)oc5c4)nn3)n2)cc1,103
O=C(Nc1ccc(N=Cc2ccccn2)cc1)NC1C=c2ccccc2=CC1 (stereo unspecified),88
CC(=O)CC(=O)N(C)C,114
CCN1C(=O)N(CC)C2C1NC(=S)N2/N=C/C=C/c1ccccc1 (stereo unspecified),-39*
O=S(=O)(NCCNc1nccc(-n2ccc3cccnc32)n1)c1ccc(F)cc1,102
Nc1nc2c(N=Nc3ccc(Br)cc3)c(N)nn2c(-c2ccc(Cl)cc2)c1-c1nc2ccccc2s1,122
O=C(O)/C=C\C(=O)Nc1cccc(O)c1,105
CCC1SC(N)=NC1=O (stereo unspecified),43
COc1cc(-c2cc(-c3ccccc3)nc(N)c2C#N)cc(OC)c1OC,134
COc1ccc(/C=N/Nc2nc3ccccc3c(=O)n2-c2ccccc2)cc1OC,100
O=C(NOCc1cscn1)Nc1ccccc1,83
O=C1c2ccccc2-c2c(Br)c3ccccc3c(=O)n21,95
CC1CC(C)(C)OC(c2ccc(C(C)C)cc2)O1 (stereo unspecified),130
C=CCn1c(SCC(=O)Nc2ccc(C(=O)/C=C/c3ccccc3)cc2)nnc1-c1ccc(Cl)cc1,79
Cc1ccc(S(=O)(=O)N2CCc3ccc(O)c4c3C2Cc2ccc3c(c2-4)OCO3)cc1 (stereo unspecified),-8.0*
O=S(=O)(Nc1ccc(C2=NCCN2)cc1)c1cccc(S(=O)(=O)Nc2ccc(C3=NCCN3)cc2)c1,94
CCNCC#CCNCC,102
CC(C)N(CCC(C(N)=O)(c1ccccc1)c1ccccc1)C(C)C,100

# More compounds follow.
SMILES,HL-60(TB)
N#Cc1cccc(-c2nc(N)n(-c3nc4ccccc4s3)n2)c1,100
CCCCC(CC)COC(=O)/C=C/c1cccc2c1C(=O)NC(C)(c1cc3cc(Cl)ccc3oc1=O)N2 (stereo unspecified),96
COc1cc2c(=O)n(C)c3ccccc3c2cc1OC,94
CS(=O)(=O)Nc1ccc2nc(NC(=O)Nc3cccc(Cl)c3)sc2c1,71
Cc1cc(NC(=O)c2ccc(N=Nc3c(S(=O)(=O)O)cc4cc(NC(=O)c5ccc(N)cc5)ccc4c3O)cc2)ccc1N=Nc1ccc2cc(S(=O)(=O)O)cc(S(=O)(=O)O)c2c1,96
CCC(C)Oc1cc(/C=N/NC(=O)c2cnn(CC(O)c3ccccc3)c2N)ccc1OC (stereo unspecified),98
O=C(O)C(F)(F)F,81&90
FC(F)(F)c1nnc2n1N=Cc1ccc(Br)cc1S2,90
Cc1ccc(NC(=O)CCS)cc1,86
NCCC1CCCS1 (stereo unspecified),92
O=C(Cn1nncc1CN1C(=O)CSC1=O)Nc1cccc(Cl)c1,99
CSc1nc2ccccc2cc1/C=[N+](\[O-])c1ccccc1,-13*
Cc1cccc(Cl)c1NC(=O)CCCl,98
